# All columns: NCI-60 one-dose screen, growth in % after 48 h at 10 µM unless noted; 100 = growth as untreated, 0 = no growth, -100 = all killed.
# CAKI-1 = CAKI-1 renal cancer. actives 4.7% (n = 75,000). AID 1794772
# 786-0 = 786-0 renal cancer cells; actives 5.1% (n = 81,000)
# UO-31 = UO-31 renal cancer | actives 5.2% (n = 81,000) | AID 1794768
# TK-10 = TK-10 renal cancer cells. AID 1794769. actives 3.9% (n = 81,000)
# NCI/ADR-RES = NCI/ADR-RES ovarian cells; actives 4.4% (n = 81,000)
# ACHN = ACHN renal cancer; actives 4.9% (n = 81,000)
# SN12C = SN12C renal cancer cells | actives 3.8% (n = 81,000)
# IGROV1 = IGROV1 ovarian cancer; actives 4.7% (n = 79,000)
# Starred values were filed as active, the others as inactive; / = not tested or not shown; & = joins results of further samples; [ ] = dose if it differs, or a comment. How the source made its calls: active means growth percent below 10; inactive means the rest. Random draw from the library. About 9.3% of those tested had a hit in this group.
SMILES,CAKI-1,786-0,UO-31,TK-10,NCI/ADR-RES,ACHN,SN12C,IGROV1
Cc1ccccc1Cn1cnc2ccc(-c3cc(NC(=O)c4ccc(NC5CCN(C)CC5)cc4)n[nH]3)cc21,69,85,89,105,104,107,30,27
O=c1[nH]nc(-c2cc(-c3ccccc3)nc3ccccc23)o1,90,78,64,87,103,88,89,105
COc1cc(C2C3=C(COC3=O)N(CCO)c3cc4c(cc32)CCC4)cc(OC)c1OC (configuration not stated),29,-4.6*,32,55,-74*,26,24,8.5*
O=S(=O)(Oc1ccc(-c2nnc(Nc3ccccc3)s2)cc1)C(F)(F)C(F)(F)C(F)(F)C(F)(F)C(F)(F)C(F)(F)C(F)(F)C(F)(F)F,98,99,81,101,106,100,99,100
CCOc1ccc(NC(=O)C2CCCN(CCc3ccccc3)C2)cc1 (configuration not stated),89,99,80,81,92,108,100,103
O=c1cn[nH]c2ccccc12,85,101,85,124,98,100,95,105
CC[C@]12C=CCN3CC[C@@]4(c5ccc(OC)cc5N(C)[C@H]4[C@@](O)(C(=O)OC)[C@@H]1OC(=O)CCC(=O)N[C@H](Cc1c[nH]c4ccccc14)C(=O)OC)[C@@H]32,-71*[100 µM],-47*[100 µM],-55*[100 µM],-39*[100 µM],-31*[100 µM],-65*[100 µM],-69*[100 µM],-39*[100 µM]
NCCCc1ccc2c(c1)oc1ccccc12,93,106,87,93,104,98,101,99
Cc1cc2c(cc1C)NC(=O)C(C)CN2 (configuration not stated),90,109,86,120,107,93,89,100
CCCCn1c(=O)[nH]c(N)c(C(c2cccc(OC)c2)c2c(N)[nH]c(=O)n(CCCC)c2=O)c1=O,95,83,99,88,114,96,/,91
CC(C)(C)C(C)(C)NC(=O)C(O)COC(=O)c1ccc(Cl)cc1 (configuration not stated),102,100,88,96,103,101,102,108
O=C(O)CCc1nnc2c(Cc3ccccc3)nc3ccccc3n12,89,97,88,105,94,106,96,108
CCOCC(=O)NC(Cc1ccccc1)C(=O)O (configuration not stated),100,95,80,94,104,100,107,101
COc1cc2c(c(OC)c1OC)C(=O)CC(c1cccc(NC(=O)[C@@H](N)C(C)C)c1)O2 (some centres not stated),91,100,87,108,99,100,105,104
O=C1CC(=O)c2cccc3cccc1c23,83,99,64,112,106,84,100,99
COc1ccc([N+](=O)[O-])cc1C(=O)Nc1cccc(-c2cc(=O)c3c(OC)c(OC)c(OC)cc3o2)c1,71,85,69,100,88,97,92,94
CCCCCN(CCCCC)CC(O)c1cc2c(c3ccc(Cl)cc13)CCCC2 (configuration not stated),79,92,59,112,85,65,85,75
CNC(=O)c1ccccc1Nc1nc(Nc2ccc3c(c2OC)CCC[C@H](N2CCN(CCO)CC2)C3)ncc1Cl,-27*,-66*,6.9*,26,14,5.8*,7.6*,-37*
Oc1ccccc1/C=N\NC(=S)Nc1ccc(F)cc1,-4.6*,17,7.5*,49,-2.4*,14,37,20
C/C(=N\n1cnc2c(sc(=S)n2-c2ccc(Cl)cc2)c1=O)c1cnccn1,/,103,86,139,96,97,101,94
O=C1Nc2ccccc2C1O (configuration not stated),88,108,93,106,105,99,100,109
Cc1nn(-c2ccc(Cl)cc2)c(=O)n1CCn1ccnc1,97,98,85,122,104,105,108,112
Cc1cc2c(O)c(-c3ccc(C(C)C)cc3)c3sc(=O)oc3c2cc1C,83,101,82,155,99,92,81,86
CCCN1C(=O)/C(=c2\sc3n(c2=O)NC2C(N=3)N(CC)C(=O)N2CC)c2ccccc21 (configuration not stated),41,53,47,86,8.1*,48,38,39
CCCCC(C(=O)O)c1ccccc1 (configuration not stated) (tested in a mixture with another compound),80,96,89,86,103,102,103,106

# (list continues)
SMILES,CAKI-1,786-0,UO-31,TK-10,NCI/ADR-RES,ACHN,SN12C,IGROV1
O=C(/C=C/Nc1cc(-c2ccccc2)nn1-c1ccccc1)c1ccc(Cl)cc1,90,89,76,85,95,96,87,95
Cc1nc(C#N)c(N2CCC(c3nc(Cc4ccc(Cl)cc4)no3)CC2)o1,81,101,85,38,106,102,93,104
O=S(=O)(c1ccccc1)N1CCN(Cc2ccccc2)c2ccccc21,73,91,82,81,88,93,94,98
CN1C(CC(=O)c2ccccc2)CCCC1CC(O)c1ccccc1 (configuration not stated),91,99,80,129,101,/,101,105
C=C1CCC2C3(C)COC(C)(C)OC3CCC2(C)C1C/C=C1/C(=O)OCC1Oc1ccccc1OC (configuration not stated),91,100,83,139,86,80,84,76
COc1cc(N/C=C2/CC(C(=O)NCc3ccc(Cl)cc3Cl)NC2=O)cc(OC)c1OC (configuration not stated),/,94,92,97,102,104,107,105
CC(C)(C)C1=CC(=O)C=C(C(C)(C)C)C1=O,113,103,110,106,107,114,121,118
O=C(CSc1nc2sc3c(c2c(=O)n1-c1ccc(Cl)cc1)CCCC3)NNC(=O)c1ccc(Br)cc1,71,98,62,139,66,91,46,60
CC1=NN(c2cccc(Cl)c2)C(=O)/C1=C\c1cn(C[C@@H](O)Cn2c3ccccc3c(=O)c3ccccc32)c2ccccc12,97,93,88,96,105,102,94,102
COc1ccc(-c2nnc(CNc3ccc(F)cc3)o2)cc1,82,100,62,118,95,96,90,80
c1ccc(NN(Cc2ccccn2)c2ccccc2)cc1,95,106,87,119,103,106,102,113
CCCCCCCCCC1OCC(CC)C(CCC)O1 (configuration not stated),105,106,73,88,110,107,105,103
COCCCNc1ncnc2[nH]ncc12,106,107,94,112,103,100,90,89
CCCCCCNc1ncnc2c1cnn2C,94,82,90,100,91,95,98,101
C=CCn1c(C)nc2cc(Nc3nc(N4CCCC4)nc4nc[nH]c34)ccc21,89,-76*,61,12,95,18,37,56
CC(=O)N1N=C(c2ccc(F)cc2)CC1c1c(C)nn(-c2ccccc2)c1N(C)Cc1ccccc1 (configuration not stated),/,84,53,91,57,89,68,52
CC(=O)N(c1ccccc1)c1ccccc1,98,94,87,91,103,116,106,105
COC(=O)n1c(C)nn(-c2cc(N(S(=O)OC)S(=O)OC)c(Cl)cc2Cl)c1=O (configuration not stated),/,104,102,142,106,102,124,102
Oc1ccc2ccccc2c1/C=N/Nc1ccccc1,/,93,54,77,89,65,88,69
O=C(Cc1ccc(/C=C/C(=O)c2ncc[nH]2)cc1)Nc1c(F)c(F)c(F)c(F)c1F,84,71,76,120,101,102,98,94
N#C/C(=C\c1cccc2cnccc12)n1nnc2cc(F)c(F)cc21,45,87,40,113,74,42,60,52
COc1cc(-c2n/c(=C\c3c(O)[nH]c4cc(Cl)ccc34)cc3c2=Nc2ccccc2-3)cc(OC)c1OC,69,34,75,63,84,60,78,25
CC(=O)CCC(=O)OCc1ccccc1,102,103,95,116,108,98,95,113
NC(C(=O)O)(c1ccccc1)c1ccc(Cl)cc1 (configuration not stated),/,101,94,98,95,/,99,108
NC1CCC(Nc2nc(NCc3ccc(-c4ccco4)nc3)c3ncn(C4CCCC4)c3n2)CC1 (configuration not stated),17,8.5*,11,3.9*,79,2.4*,/,8.7*

# (listing goes on)
SMILES,CAKI-1,786-0,UO-31,TK-10,NCI/ADR-RES,ACHN,SN12C,IGROV1
COc1cccc(C(C#N)NCCCNC(C#N)c2cccc(OC)c2OC)c1OC (configuration not stated),111,99,75,105,108,99,98,112
O=C(/C=C/C(=O)c1ccccc1)c1ccccc1,95,103,98,87,114,90,108,113
Cc1nc2[nH]c(=O)n(O)c(=O)c2s1,/,96,82,86,95,103,101,105
O=C1CN(CN2CCOCC2)C(=O)CN1CN1CCOCC1,111,97,62,96,96,98,102,161
CCCCCN(CCCCC)C(=O)C(C)C,99,100,93,99,107,106,111,102
O=C1C(Cl)=C(NCCN2CCOCC2)C(=O)c2ncccc21,88,18,-76*,28,68,-43*,-69*,-59*
O=C1CC(=O)N2CCSC2=N1,107&105,106,77&75,104&100,104&116,107&106,105&107,90&106
CCOc1ccc(NC(=O)CSc2oc(-c3ccccc3)nc2S(=O)(=O)c2ccc(F)cc2)cc1,83,45,95,83,67,74,89,95
O=C(OCc1ccc([N+](=O)[O-])o1)c1ccc(Cl)cc1,89,98,88,137,103,93,95,98
CC(C)(CCN=C(N)Nc1cnc(C(F)(F)F)nc1)Oc1ccc(C(F)(F)F)cc1,/,83,61,84,87,/,94,77
CCOC(=O)/C(=C/c1ccc(OC)c(OC)c1)P(=O)(OCC)OCC,100,105,85,158,110,94,98,110
COc1cc(OC)cc(C2C3=C(COC3=O)Nc3cc(OC)ccc32)c1 (configuration not stated),37,11,47,66,-19*,28,25,42
Nc1nc2[nH]cc(CCc3ccc(C(=O)N[C@@H](CCc4nn[nH]n4)C(=O)O)cc3)c2c(=O)[nH]1,97,110,89,99,103,108,113,106
COc1cc(Cl)c(C=O)cc1OC,94,98,80,109,105,97,96,96
O=C1Nc2ccccc2/C1=N\c1nnc(-c2ccccc2)o1,88,108,75,224,96,88,104,72
CCCn1c2cc(OCc3cn(-c4ccc(Br)cc4)nn3)ccc2c2ccnc(C)c21,/,37,23,86,63,17,18,49
Nn1c(N=Nc2c(O)[nH]c3ccc([N+](=O)[O-])cc23)n[nH]c1=S,94,102,87,108,100,95,98,101
CCCN1C(=O)c2c(Br)c(Br)c(Br)c(Br)c2C1=O,84,108,70,113,103,90,98,90
CCOC(=O)c1nn(-c2ccccc2)cc1/C=C1\SC(=S)N(CCC(=O)O)C1=O,98,113,86,115,99,102,104,94
C[C@]12O[C@H]1[C@H](O)c1c(cc(O)c3c1C(=O)c1cccc(O)c1-3)C2=O,100,104,91,/,107,99,89,102
CCOC(=O)c1c(NC(=O)c2ccccc2)sc2c3c(ccc12)OCN(C)C3,-42*,-79*,-76*,68,5.3*,-69*,20,19
C/C(=C(/c1ccccc1)c1ccc(N2C(=O)c3cccc4c(N5CCN(C)CC5)ccc(c34)C2=O)cc1)c1ccccc1,87,88,67,114,85,89,77,69
CN1C(=O)N(C)C2Nn3c(s/c(=C\c4ccc(Cl)cc4Cl)c3=O)=NC21 (configuration not stated),48,69,62,117,36,57,76,61
Nc1c(C(=O)Nc2cccc3c2OCCO3)sc2nc3c(cc12)C(=O)CCC3,48,44,53,73,14,55,41,48
Cc1cc([N+](=O)[O-])cc(C)c1OC(=O)Nc1c(Cl)cccc1Cl,91,101,79,106,106,101,99,96

# Next records follow:
SMILES,CAKI-1,786-0,UO-31,TK-10,NCI/ADR-RES,ACHN,SN12C,IGROV1
COc1cc2c3c(c1O)-c1ccccc1[C@@H]1OC(=O)N(CC2)[C@@]31C,88,100,74,82,92,101,99,102
Cc1ccc(C(C)C)c(OCC(CC(C)(C(=O)OC2C(O)C(C(C)C)C=CC2(C)C)C(C)C)C2=CC(O)C(C(C)C)CC2)c1 (configuration not stated),91,103,88,95,100,103,102,103
O=c1c2sc3ncccc3c2n(CCCCl)c2c(-c3ccccc3)nnn12,113,116,86,128,109,103,103,110
COc1ccc(OC)c(-c2c(C#N)c(=O)[nH]c3c2c(N)nn3-c2ccccc2)c1,98,105,84,121,110,108,103,106
CC(C)c1nc2ccccc2n1CC(=O)c1ccc(C#N)cc1,92,102,83,98,102,104,97,112
C(=N/N=C1c2ccccc2-c2ccccc21)/c1c[nH]c2ccccc12,79,124,74,93,80,64,85,80
CC(C)C[C@@H](N)C(=O)N[S@@](=O)c1scc(F)c1F,93,90,86,90,100,101,97,97
CC(=O)C1=C(C)NC(NNc2ccccc2)=NC1c1ccc(Cl)cc1 (configuration not stated),43,104,71,129,87,68,92,75
CC(O)CN (configuration not stated),106,103,95,121,108,96,94,113
O=C(O)c1ccc(NC(=S)NC(=O)c2ccc(Cl)cc2)cc1,84,115,73,133,99,108,94,106
O=C(/C=C/c1ccccn1)c1ccc(OCc2nnc(-c3ccc(Cl)cc3)o2)cc1,-26*,-50*,-90*,17,42,27,33,-23*
O=C(/C=C/c1ccc(Cl)cc1)c1ccc(Nc2nc(NCCO)nc(Nc3ccc(Cl)cc3)n2)cc1,67,27,57,94,85,57,83,80
CCn1c(SCC(=O)Nc2cccc(C(=O)/C=C/c3cc(OC)c(OC)c(OC)c3)c2)nc2ccccc2c1=O,45,30,37,132,14,42,38,13

# Molecules shown so far with fluorine (9):
SMILES,CAKI-1,786-0,UO-31,TK-10,NCI/ADR-RES,ACHN,SN12C,IGROV1
O=S(=O)(Oc1ccc(-c2nnc(Nc3ccccc3)s2)cc1)C(F)(F)C(F)(F)C(F)(F)C(F)(F)C(F)(F)C(F)(F)C(F)(F)C(F)(F)F,98,99,81,101,106,100,99,100
Oc1ccccc1/C=N\NC(=S)Nc1ccc(F)cc1,-4.6*,17,7.5*,49,-2.4*,14,37,20
COc1ccc(-c2nnc(CNc3ccc(F)cc3)o2)cc1,82,100,62,118,95,96,90,80
CC(=O)N1N=C(c2ccc(F)cc2)CC1c1c(C)nn(-c2ccccc2)c1N(C)Cc1ccccc1 (configuration not stated),/,84,53,91,57,89,68,52
O=C(Cc1ccc(/C=C/C(=O)c2ncc[nH]2)cc1)Nc1c(F)c(F)c(F)c(F)c1F,84,71,76,120,101,102,98,94
N#C/C(=C\c1cccc2cnccc12)n1nnc2cc(F)c(F)cc21,45,87,40,113,74,42,60,52
CCOc1ccc(NC(=O)CSc2oc(-c3ccccc3)nc2S(=O)(=O)c2ccc(F)cc2)cc1,83,45,95,83,67,74,89,95
CC(C)(CCN=C(N)Nc1cnc(C(F)(F)F)nc1)Oc1ccc(C(F)(F)F)cc1,/,83,61,84,87,/,94,77
CC(C)C[C@@H](N)C(=O)N[S@@](=O)c1scc(F)c1F,93,90,86,90,100,101,97,97

# Looked up one by one from above, 2 records:
SMILES,CAKI-1,786-0,UO-31,TK-10,NCI/ADR-RES,ACHN,SN12C,IGROV1
COc1ccc(OC)c(-c2c(C#N)c(=O)[nH]c3c2c(N)nn3-c2ccccc2)c1,98,105,84,121,110,108,103,106
C(=N/N=C1c2ccccc2-c2ccccc21)/c1c[nH]c2ccccc12,79,124,74,93,80,64,85,80
